VEEV TC-83 Vero – inhibitors of VEEV TC-83 cytopathic effect, confirmation, Vero cells (AID 588727) | Vero cells, VEEV TC-83 cytopathic effect inhibition; higher % means a stronger effect | inhibition, % at 20 µM; hits with a dose series show IC50 in µM | 350,000 compounds, 0.13% hits; in the data active = a potency from the dose series; inconclusive = inhibition mostly from about 14% at the one dose, without a potency; inactive = the rest, 99 in 100 with inhibition below about 12%; also: strong numbers were not always called active
M. tuberculosis – growth inhibition of non-replicating M. tuberculosis (AID 488890); 320,000 compounds, 0.39% hits; inhibition, % at 25 µM; hits with a dose series show IC50 in µM; Mycobacterium tuberculosis non-replicating, growth inhibition; higher % means a stronger effect; in the data active = a potency from the dose series; inconclusive = inhibition mostly from about 82% at the one dose, without a potency; inactive = the rest, 99 in 100 with inhibition below about 76%;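 also: plate controls were DMSO cells for no effect and high antibiotic wells for full effect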
M. tuberculosis HTS – M. tuberculosis growth inhibition, HTS (AID 449762). inhibition, % at 25 µM, or IC50 in µM where a hit was titrated. 330,000 compounds, 0.59% hits. M. tuberculosis H37Rv growth inhibition, 7H9 media; higher % means a stronger effect; in the data active = a potency from the dose series; inconclusive = inhibition above about 70% without an active follow-up result;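 also: bacterial growth assessed after seven days of incubation; strong numbers were not always called active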
H1N1 NS1A inhibition – NS1A inhibition, H1N1 influenza, cell based functional assay (AID 504329); NS1A functional cell-based assay, percent inhibition; higher % means a stronger effect; inhibition, % at 12.5 µM; hits with a dose series show IC50 in µM; 340,000 compounds, 0.3% hits; in the data active = a potency from the dose series; inconclusive = inhibition above about 27% without an active follow-up result; also: strong numbers were not always called active
Salmonella PhoP GFP – Inhibition of PhoP regulon, Salmonella typhi GFP reporter cells, confirmation, 4 h (AID 1850). one-dose inhibition, % at 50 µM; IC50 in µM for titrated hits. Salmonella Typhi PhoP-promoter GFP reporter, fluorescence, 4 h; higher % means a stronger effect. 310,000 compounds, 0.33% hits; in the data active = a potency from the dose series; inconclusive = inhibition mostly from about 25% at the one dose, without a potency; inactive = the rest, 99 in 100 with inhibition below about 19%;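 also: 0% = induced wells with vehicle and 100% = uninduced wells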
VEEV TC-83 Vero 10K pilot screen – recorded beside VEEV TC-83 Vero, whose call it bears; inhibition, %; measured here: 10K pilot screen inhibition
Active calls of the source: *; i = inactive; u = inconclusive; x = no result given. Rows are unselected; any-hit rate near 1.4%.

SMILES	VEEV TC-83 Vero	M. tuberculosis	M. tuberculosis HTS	H1N1 NS1A inhibition	Salmonella PhoP GFP	others
CC(=O)Nc1ccc(NC(=O)C(C)OC(=O)c2ccccc2C(=O)c2ccc(Cl)c([N+](=O)[O-])c2)cc1 (stereo not given)	2.4%	-3%	3%	-8%	9%	VEEV TC-83 Vero 10K pilot screen=6.0
O=C1C2CC=C(Cl)CC2C(=O)N1CCC[n+]1cccc2ccccc21 (stereo not given)	i	-4%	-4%	-1%	-5%
[O-][N+]12CCCCC1CCCC2CO (stereo not given)	0.3%	-11%	-4%	-12%	-5%
CCOc1ccc(CCNC(=O)COC(=O)COc2ccc(C#N)cc2)cc1OCC	2.2%	10%	-6%	10%	x
Cc1ccc(S(=O)(=O)N(c2cccc(C)c2)C2CCS(=O)(=O)C2)cc1 (stereo not given)	1.4%	-2%	-17%	-8%	-6%
O=[N+]([O-])c1cc(S(=O)(=O)N2CCCC2)ccc1N/N=C/c1ccncc1	0.2%	5%	2%	-11%	-5%
CC(=O)N1c2ccccc2C2CCCC[C@H]21 (stereo not given in full)	0.2%	-7%	-9%	-1%	x
CC1(C)CC(=O)C(C=Nc2ccc(O)cc2)=C(O)C1	i	39%	-9%	0%	-11%
O=C(/C=C/c1ccccc1)N1CCC(N2CCC(C(=O)N3CCOCC3)CC2)CC1	i	-4%	-6%	-2%	7%
CCOC(=O)c1ccc(N/C(=N\S(=O)(=O)c2ccccc2C)c2ccccc2)cc1	12%	16%	17%	16%	-4%
CC1CCCCN1S(=O)(=O)c1ccc2[nH]c(=O)cc(C(=O)NCCCN3CCCCCC3)c2c1 (stereo not given)	1.0%	64%	6%	3%	1%
COc1cc(NC(=O)COC(=O)CCCC2=NS(=O)(=O)c3ccccc3N2)cc(OC)c1	i	-3%	-1%	-1%	1%
O=C(CN1CCN(c2ccccc2)CC1)Nc1ccncc1	0.3%	8%	-1%	-5%	1%
COc1cccc(NC(=O)Cc2cn(C)c3ccccc23)c1	7.5%	1%	-2%	-5%	8%
Cc1ccc(SCCN2CCC(NC(=O)OCc3ccccc3)CCC2=O)cc1 (stereo not given)	1.5%	9%	-6%	-3%	-3%

3 entries from above, arranged by number of heavy atoms, high to low.
SMILES	VEEV TC-83 Vero	M. tuberculosis	M. tuberculosis HTS	H1N1 NS1A inhibition	Salmonella PhoP GFP	others
CC(=O)Nc1ccc(NC(=O)C(C)OC(=O)c2ccccc2C(=O)c2ccc(Cl)c([N+](=O)[O-])c2)cc1 (stereo not given)	2.4%	-3%	3%	-8%	9%	VEEV TC-83 Vero 10K pilot screen=6.0
CCOc1ccc(CCNC(=O)COC(=O)COc2ccc(C#N)cc2)cc1OCC	2.2%	10%	-6%	10%	x
O=C1C2CC=C(Cl)CC2C(=O)N1CCC[n+]1cccc2ccccc21 (stereo not given)	i	-4%	-4%	-1%	-5%

Carrying on.
SMILES	VEEV TC-83 Vero	M. tuberculosis	M. tuberculosis HTS	H1N1 NS1A inhibition	Salmonella PhoP GFP	others
CN1CCN(c2ccc([N+](=O)[O-])cc2C(=O)c2ccccc2)CC1	1.3%	-13%	2%	30%	-2%
Cc1c(Br)cc(C(=O)N2CCCCCC2)c(C)c1C	i	15%	9%	-2%	-16%
CCOC(=O)C1CCN(C(=O)c2[nH]c3ccc(OC)cc3c2C)CC1	1.4%	-6%	1%	-8%	1%
CCCCCCCSc1ncnc2[nH]ncc12	6.4%	x	x	0%	x
Cc1[nH]c2ccc(C(=O)N3CCN(c4ccc(F)cc4)CC3)cc2c1C	2.7%	14%	-3%	13%	-5%
COc1ccc(CN2C(=O)c3ccc(C(=O)O)cc3C2=O)cc1	i	-8%	0%	-19%	-12%
COc1ccc(CN2CCNC(=O)C2CC(=O)N(C)Cc2ccno2)c(F)c1 (stereo not given)	1.6%	-8%	-9%	18%	-5%
C/C(=N\NC(=O)c1ccncc1)c1cc2ccccc2oc1=O	0.4%	0.43µM*	u	10%	4%
O=C(NCCCN1CCCC1=O)c1ccc(Cl)c(NS(=O)(=O)c2ccc(F)cc2)c1	i	23%	0%	-17%	9%
COc1cc(/C=C/C(=O)OCC(=O)Nc2c(C)n(C)n(-c3ccccc3)c2=O)cc(OC)c1OC	2.8%	-8%	-7%	-4%	x
CSc1cccc(N2CC(C(=O)Nc3ccccc3N3CCCC3)CC2=O)c1 (stereo not given)	11%	11%	19%	2%	4%
CCC(=O)Nc1cc(C(F)(F)F)ccc1N1CCOCC1	2.4%	-6%	-3%	-4%	-2%
Cc1ccccc1OCC(=O)OCC(=O)NCc1ccccc1	0.9%	35%	13%	-5%	x
CC(=O)c1ccc(S(=O)(=O)N2CCC(C(=O)Nc3ncc(C)s3)CC2)cc1	0.2%	11%	-2%	1%	x
COc1ccc(NC(=O)c2cc(-c3ccccc3Cl)on2)cc1OC	2.2%	43%	38%	-4%	3%

Reprinted from the part before: five compounds, followed by the next part.
SMILES	VEEV TC-83 Vero	M. tuberculosis	M. tuberculosis HTS	H1N1 NS1A inhibition	Salmonella PhoP GFP	others
CSc1cccc(N2CC(C(=O)Nc3ccccc3N3CCCC3)CC2=O)c1 (stereo not given)	11%	11%	19%	2%	4%
CCC(=O)Nc1cc(C(F)(F)F)ccc1N1CCOCC1	2.4%	-6%	-3%	-4%	-2%
Cc1ccccc1OCC(=O)OCC(=O)NCc1ccccc1	0.9%	35%	13%	-5%	x
CC(=O)c1ccc(S(=O)(=O)N2CCC(C(=O)Nc3ncc(C)s3)CC2)cc1	0.2%	11%	-2%	1%	x
COc1ccc(NC(=O)c2cc(-c3ccccc3Cl)on2)cc1OC	2.2%	43%	38%	-4%	3%
CC1=[N+](C)N(c2ccccc2)C(=O)C1N=C/C=C/c1ccccc1 (stereo not given)	0.5%	-3%	-6%	-15%	-7%
COc1cc(C(=O)OCC(=O)NC2CCCCC2)cc(OC)c1OC	3.5%	-13%	-7%	1%	x
COc1cccc(N(C(=O)c2ccco2)C(C(=O)NC2CCCC2)c2cccnc2)c1 (stereo not given)	1.5%	3%	3%	-7%	-8%
COC(=O)[C@]1(C)N[C@H](c2ccc(-c3ccc(Cl)c(Cl)c3)cc2)[C@@H]2C(=O)N(C)C(=O)[C@@H]21	2.2%	5%	7%	7%	-2%
CC(=O)COc1c(-c2ccco2)oc2ccccc2c1=O	0.8%	-5%	-1%	-6%	-6%
C=CC(C)Sc1nc2c(c(=O)n(C)c(=O)n2C)n1Cc1ccccc1Cl (stereo not given)	1.5%	19%	-5%	6%	7%	VEEV TC-83 Vero 10K pilot screen=0.5
Cc1ccc(N2C(=O)c3n[nH]c(C)c3C2c2ccccn2)cc1 (stereo not given)	2.6%	3%	-8%	21%	1%
COc1ccc(S(=O)(=O)Nc2ccc(O)c(Sc3nc4ccccc4s3)c2)cc1	5.8%	5%	-18%	-1%	-3%
COc1ccc(OC)c(NC(=O)Cc2coc3ccc4ccccc4c23)c1	6.3%	28%	1%	-2%	-13%
CC(=O)NC1C(OCCOc2ccc(Cl)cc2Cl)OC(COC(C)=O)C(OC(C)=O)C1OC(C)=O (stereo not given)	1.3%	-2%	4%	-3%	-8%
C=CCn1c(SCC(=O)c2c(N)n(C3CC3)c(=O)[nH]c2=O)nnc1-c1ccc(OC)cc1	2.3%	x	x	-2%	x
COCCN(Cc1nc2ccccc2c(=O)[nH]1)C(=O)COc1ccccc1-c1ccccc1	22%	x	x	-3%	x
CSc1nc2ccc3nc(NC(=O)c4cccs4)sc3c2s1	12%	40%	0%	-1%	-11%
Cc1ccc(SCc2nc3ccccc3n2CC(=O)Nc2c(C)cccc2C)cc1	1.4%	9%	-10%	4%	-14%
O=C(CCn1ccc2ccccc21)Nc1ccc(N2CCOCC2)cc1	5.7%	-11%	3%	-1%	0%
CCN(C(=O)CN1C(=O)S/C(=C\c2ccccc2OC)C1=O)C1CCS(=O)(=O)C1 (stereo not given)	2.6%	36%	4%	1%	-3%
Clc1cccc(N2CCN(c3ncnc4nc[nH]c34)CC2)c1	1.4%	-28%	-8%	18%	0%
CCNc1oc(-c2ccccc2F)nc1S(=O)(=O)c1ccccc1	3.1%	16%	3%	9%	14%
COC(=O)Cn1c2c(c3cc(C)ccc31)CCCC2NC(C)c1ccccc1 (stereo not given)	4.2%	-9%	5%	-16%	5%
CN1CC(C(=O)c2ccccc2)C(C(=O)c2ccccc2)C1 (stereo not given)	0.0%	15%	0%	3%	-1%
C1=C(CCNc2ncnc3nc[nH]c23)CCCC1	0.6%	x	-3%	-9%	3%
N#C/C(=C(/O)COC(=O)COc1ccc(Cl)cc1)c1nc2ccccc2[nH]1	8.9%	27%	41%	-10%	0%
O=C1NC2(CCC3(CC2)OCCO3)NN1c1ccccc1	1.5%	x	u	-2%	2%
Cc1c(C(=O)NN)sc(-c2ccccc2)c1C#N	8.1%	13%	11%	x	-3%
C[C@H](NC(=O)c1nc[nH]c1C(=O)NCc1ccccc1)C(=O)OCc1ccccc1	1.7%	u	-5%	-5%	6%
Cc1ccc(OCCNC(=O)c2ccccc2SCC(=O)N2CCCC2)cc1	0.6%	-3%	2%	-10%	11%
O=C(/C=C/c1ccc(S(=O)(=O)NCc2ccco2)cc1)NCc1cccc(Cl)c1	u	53%	14%	-7%	-2%
Cc1noc(C)c1C(=O)Nc1sc(C)c(C)c1C#N	i	22%	4%	12%	-3%
Cc1cccc(Nc2ncccc2C(=O)O)c1C	0.8%	13%	5%	-3%	-8%
CCNC(=O)CN1C(=O)NC(Cc2ccccc2)(Cc2ccccc2)C1=O	2.4%	-6%	-3%	10%	17%
CC(C)CCNC(=O)c1cc(C(=O)c2cc(F)ccc2O)cn(CCC(C)C)c1=O	0.3%	-4%	7%	2%	8%
COc1ccc(CCC(=O)Nc2cc([N+](=O)[O-])ccc2OC)cc1	2.6%	9%	0%	-4%	5%
CCOC(=O)[C@@H]1[C@H]2COc3ccccc3[C@@H]2N2C(=O)N(c3ccc(C)cc3)C(=O)[C@@]12C	1.1%	0%	6%	-3%	x
O=C1c2ccncc2C(=O)N1C1CCCCC1	1.3%	-2%	0%	6%	4%
O=C(CNC(=O)c1ccc(C(F)(F)F)cc1)NC1CC1	3.1%	-5%	0%	3%	x
Cc1ccc(OCC(=O)c2c[nH]c3ccccc23)c([N+](=O)[O-])n1	1.2%	28%	-2%	0%	1%
CC(C)Cn1c(-c2cc(Br)ccc2F)nc2c1c(=O)[nH]c(=O)n2CC(C)C	2.3%	12%	13%	-7%	9%
Cc1ccc(NC(=S)N(CCC(C)C)C(C)c2ccncc2)c(Cl)c1 (stereo not given)	0.3%	2%	6%	7%	9%
Cc1cc(C)c(S(=O)(=O)N2C=CC(C(F)(F)F)=NCC2)c(C)c1	1.2%	-16%	-3%	13%	7%
O=S(=O)(Nc1nc2ccccc2s1)c1ccc(Cl)s1	1.9%	39%	0%	-1%	-8%
COc1ccc2[nH]c(C)c(CCNC(=S)Nc3cc(C)ccc3C)c2c1	0.5%	x	-10%	12%	-3%
COc1ccc(CCNC(=O)Nc2cccc([N+](=O)[O-])c2)cc1	1.1%	31%	3%	-11%	-16%
CCOCCCNc1ncnc2c1nc1n2CCCC1	1.2%	-1%	11%	-7%	-9%
CCOC(=O)C1CCN(c2c(NC3CCCc4ccccc43)c(=O)c2=O)CC1 (stereo not given)	0.9%	x	-2%	6%	-2%
O=C1/C(=C/c2ccccc2)N=C(N2CCOCC2)N1c1cccc(Cl)c1	0.3%	28%	1%	-22%	3%	VEEV TC-83 Vero 10K pilot screen=3.4
CCN1CCCC(Sc2nc3c([nH]2)c(=S)n(C)c(=O)n3C)C1 (stereo not given)	1.0%	28%	1%	-33%	19%
COc1cc(OC)c(C2C(C(=O)N3CCOCC3)=C(C)NC3=C2C(=O)CC(C)(C)C3)cc1OC (stereo not given)	i	-1%	10%	-70%	6%
Cc1ccc(S(=O)(=O)N2CCC(C)CC2)c([N+](=O)[O-])c1	0.4%	11%	0%	x	8%
CCc1ccc(NC(=O)c2cccc(NC3=NC4CS(=O)(=O)CC4S3)c2)cc1 (stereo not given)	0.7%	-6%	-7%	6%	1%
COCCNC(=S)N1CCN(Cc2cccc(OC)c2)CC1	0.2%	-8%	-2%	-4%	5%
Cc1ccc(S(=O)(=O)N/N=C/c2cccn2-c2ccc(Cl)cc2)cc1	3.0%	3%	-3%	-14%	3%
COC(=O)c1cc(C(=O)OCC(=O)c2ccc[nH]2)cc([N+](=O)[O-])c1	6.2%	40%	7%	7%	x
O=C(O)CCC(=O)Nc1ccc(Br)cn1	0.8%	-12%	-2%	-12%	11%
Cc1cc(-c2nnc(SCC(=O)Nc3ccccc3C(F)(F)F)n2N)n[nH]1	1.2%	-4%	-3%	1%	3%
COc1cc2c(cc1NC(=O)CCCCCN1C(=O)CCC1=O)oc1ccccc12	i	x	x	6%	-2%	VEEV TC-83 Vero 10K pilot screen=4.2

Compound activity as filed in PubChem BioAssay.
